High-throughput results deposited in PubChem by several laboratories.
IDE inh: inhibits human insulin-degrading enzyme in HEK cells; FAbetaB cleavage, fluorescence polarization; P14735; hit rate 0.41% among 320,000; inhibition, % at 5.59 µM;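 active = percent inhibition above the average of all tested compounds plus 3 SD, set per screening campaign, cut at about 16% in these data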;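 also: IDE supplied by intact live HEK cells; FP after avidin binding of uncleaved biotin substrate so inhibition keeps polarization high; 0% = DMSO wells and 100% = 60 µM reference IDE inhibitor Ii1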
VIM-2 inh: inhibitors of Pseudomonas aeruginosa VIM-2 metallo-beta-lactamase. purified VIM-2, nitrocefin hydrolysis, epi-absorbance fluorescence. inhibition, % at 5.6 µM. hit rate 0.89% among 290,000. AID 1527;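 active = inhibition above the mean of all tested compounds plus 3 SD, cutoff set per screening run, cut at about 7.5% in these data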;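 also: red hydrolysis product quenches plate fluorescence so inhibitors raise well fluorescence; 0% = enzyme with DMSO and 100% = DMSO without enzyme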
NALP1 yeast inh: blocks the NALP1 inflammasome reconstituted in yeast; S. cerevisiae NALP1/ASC/caspase-1 growth, X-gal OD620, 72 h; inhibition, % at 10 µM; hit rate 0.61% among 280,000; AID 2071; in the data active = inhibition mostly above about 24%, no sharp cut-off; inactive = mostly below about 32%; also: some compounds called inactive have numbers as strong as hits
IMP-1 inhibitor: blocks Pseudomonas aeruginosa IMP-1 metallo-beta-lactamase | purified IMP-1, nitrocefin hydrolysis, epi-absorbance fluorescence | inhibition, % at 5.6 µM | hit rate 0.45% among 290,000 | AID 1556;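 active = inhibition above the mean plus 3 SD of all compounds in the same screening run, cut at about 4.5% in these data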;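 also: 0% = IMP-1 with DMSO and 100% = DMSO wells lacking enzyme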
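System: Purified recombinant IMP-1 metallo-beta-lactamase enzyme | Measured by: Fluorescence quenching readout, ex 480/em 530 nm | Replication: Singlicate | Incubation: 15 min preincubation plus 25 min reaction at 25 °C | Evaluation: Percent inhibition from optical density relative to buffer-blank wells | Benchmarks: DMSO with and without IMP-1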
GPR7 antagonist: human neuropeptides B/W receptor 1 antagonism; hit rate 1.1% among 290,000; GPR7-expressing cells, fluorescence antagonist assay; P48145; inhibition, % at 4.4 µM; in the data active = inhibition above about 16%, passing the limit was not always enough;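 also: cells stimulated with the agonist NPW; 0% = agonist with vehicle and 100% = vehicle without agonist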
Target sequence (P48145 whole entry, looked up): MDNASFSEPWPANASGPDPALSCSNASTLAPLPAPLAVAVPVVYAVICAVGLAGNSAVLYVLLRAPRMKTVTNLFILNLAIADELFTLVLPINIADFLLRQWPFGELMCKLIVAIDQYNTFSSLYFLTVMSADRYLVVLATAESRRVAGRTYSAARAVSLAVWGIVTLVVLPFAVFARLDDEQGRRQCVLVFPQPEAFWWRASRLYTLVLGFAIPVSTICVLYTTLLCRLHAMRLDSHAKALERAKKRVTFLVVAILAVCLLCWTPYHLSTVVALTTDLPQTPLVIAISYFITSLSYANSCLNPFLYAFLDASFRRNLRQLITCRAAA
IDE act: activators of human insulin-degrading enzyme in cells. hit rate 0.073% among 340,000. P14735. AID 493087. activation, % at 5.96 µM. HEK cells, FAbeta-B cleavage, fluorescence polarization; 0% vehicle, 100% cell-free pure enzyme wells;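 active = activation above the mean of all tested compounds plus 3 SD, set per screening campaign, cut at about 17% in these data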
p-CIP stab down: p/CIP protein destabilization; F442A p/CIP-EGFP cells, EGFP fluorescence, 16 h; decrease of EGFP signal, % at 10 µM; hit rate 0.01% among 290,000;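 active = EGFP signal decrease of at least 30% at 10 µM or well 3 SD below plate mean, unless failing retest; inactive = the rest, including hits failing retest or dose response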; also: some compounds called inactive have numbers as strong as hits; many of its hits are not listed in these tables
PHOSPHO1 block: inhibitors of human PHOSPHO1 phosphatase | hit rate 1.1% among 290,000 | recombinant PHOSPHO1, absorbance phosphatase assay | inhibition, % at 13.3 µM | AID 1565 | Q8TCT1; in the data active = inhibition above about 60%
Target sequence (Q8TCT1 whole entry, looked up): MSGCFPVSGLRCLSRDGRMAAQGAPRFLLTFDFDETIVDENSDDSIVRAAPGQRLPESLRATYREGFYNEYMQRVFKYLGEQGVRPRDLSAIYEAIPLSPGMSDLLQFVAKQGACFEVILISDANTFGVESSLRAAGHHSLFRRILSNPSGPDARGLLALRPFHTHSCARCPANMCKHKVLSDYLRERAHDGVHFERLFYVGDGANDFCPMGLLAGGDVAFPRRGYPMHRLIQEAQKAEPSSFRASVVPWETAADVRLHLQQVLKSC
M18AAP inhibitor: PfM18AAP enzyme inhibition; recombinant PfM18AAP, H-Glu-NHMec fluorogenic cleavage; inhibition, % at 7.35 µM; hit rate 1.2% among 290,000;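 active = inhibition above the campaign mean inhibition over all tested compounds plus 3 SD, cut at about 28% in these data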;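 also: 0% = plate median of test compound wells and 100% = 2 mM ZnCl2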
* hit, by the source's call.

`COCCCn1c(=O)c2sccc2n(Cc2cc(C(=O)OC)ccc2OC)c1=O` gave IDE inh 5, VIM-2 inh -0.1, NALP1 yeast inh 17, IMP-1 inhibitor -4.2, GPR7 antagonist 5, IDE act 7, p-CIP stab down -4, PHOSPHO1 block 45 and M18AAP inhibitor 3.
For O=C(Cc1ccccc1)NNC1CC(=O)N(c2ccc(Cl)cc2)C1=O (stereo not drawn) the results were IDE inh 0, VIM-2 inh -0.2, NALP1 yeast inh -1, IMP-1 inhibitor -2.1, GPR7 antagonist -14, IDE act 2, p-CIP stab down 5, PHOSPHO1 block 41 and M18AAP inhibitor 7.
Screening Cc1nc(SCc2cccnc2)[nH]c(=O)c1C returned IDE inh 4, VIM-2 inh -0.7, NALP1 yeast inh 29, IMP-1 inhibitor -0.1, GPR7 antagonist 0, IDE act -1, p-CIP stab down 4, PHOSPHO1 block 22 and M18AAP inhibitor -4.
For CCNc1nc(SCC(=O)Nc2ccc(Cl)c(Cl)c2)nc(N2CCOCC2)n1 the results were IDE inh 1, VIM-2 inh -0.5, NALP1 yeast inh 19, IMP-1 inhibitor -0.9, GPR7 antagonist -8, IDE act -19, p-CIP stab down -4, PHOSPHO1 block 27 and M18AAP inhibitor -3.
`O=C(Nc1ccc(Cl)c(Cl)c1)Nc1cc(C(=O)N2CCOCC2)ccc1N1CCCCC1` gave IDE inh -2, VIM-2 inh -2.9, IMP-1 inhibitor -2.8, GPR7 antagonist -5, IDE act 1 and M18AAP inhibitor 0.
For CS(=O)(=O)NCc1nnc(SCc2c(F)cccc2Cl)o1 the results were IDE inh -1, VIM-2 inh -1.3, NALP1 yeast inh -19, IMP-1 inhibitor 0.2, GPR7 antagonist -11, IDE act -3, p-CIP stab down 5, PHOSPHO1 block 48 and M18AAP inhibitor 0.
`CC#CCCCC(=O)Nc1ccc(C(=O)O)cc1` gave IDE inh 9, VIM-2 inh -3.2, NALP1 yeast inh -3, IMP-1 inhibitor -2.2, GPR7 antagonist -10, IDE act 8, p-CIP stab down -6, PHOSPHO1 block 20 and M18AAP inhibitor -4.
Cc1ccc(NC(=O)C2CCCN2C(=O)OCc2ccccc2)c(C)c1 (stereo not drawn) was read as IDE inh 1, VIM-2 inh -3.0, NALP1 yeast inh 5, IMP-1 inhibitor -2.5, GPR7 antagonist -14, IDE act 6, p-CIP stab down -8, PHOSPHO1 block 29 and M18AAP inhibitor 6.
`CCc1nnc(NC(=O)CSc2nnc(CNC(=O)c3ccccc3F)n2C)s1` gave IDE inh -3, VIM-2 inh -0.5, NALP1 yeast inh 14, IMP-1 inhibitor -2.7, GPR7 antagonist -18, IDE act 0, p-CIP stab down -11, PHOSPHO1 block 35 and M18AAP inhibitor -3.
`O=C(Oc1cccc(/C=N/Nc2nc(Nc3ccccc3)nc(N3CCOCC3)n2)c1)c1ccco1` gave IDE inh 4, VIM-2 inh -2.2, NALP1 yeast inh 28, IMP-1 inhibitor -1.7, GPR7 antagonist -3, IDE act 3, p-CIP stab down -12, PHOSPHO1 block 26 and M18AAP inhibitor -6.
O=C(NNC(=O)c1ccccc1OCc1ccccc1)c1ccccc1O was read as VIM-2 inh -2.5, NALP1 yeast inh 13, IMP-1 inhibitor -0.1, GPR7 antagonist -5, IDE act 1, p-CIP stab down -10, PHOSPHO1 block 22 and M18AAP inhibitor 1.
`Cc1onc(-c2c(Cl)cccc2Cl)c1C(=O)NCc1cccs1` gave IDE inh 0, VIM-2 inh -4.3, NALP1 yeast inh 13, IMP-1 inhibitor -5.1, GPR7 antagonist 1, IDE act 6, p-CIP stab down -18, PHOSPHO1 block -7 and M18AAP inhibitor -9.
O=C(c1cccc(C(F)(F)F)c1)N1CCCCCC1 was read as IDE inh -2, VIM-2 inh -4.1, NALP1 yeast inh 32, IMP-1 inhibitor -2.6, GPR7 antagonist -11, IDE act 6, p-CIP stab down 3, PHOSPHO1 block 35 and M18AAP inhibitor 1.
Screening c1ccc(OCCSc2nnnn2-c2ccccc2)cc1 returned IDE inh -4, VIM-2 inh -2.5, NALP1 yeast inh 0, IMP-1 inhibitor -2.9, GPR7 antagonist 31*, IDE act -2, p-CIP stab down -9, PHOSPHO1 block -7 and M18AAP inhibitor 0.
`Cc1cc(C)nc(NC(=S)Nc2cccc(F)c2)c1` gave IDE inh 9, VIM-2 inh -2.2, NALP1 yeast inh 13, IMP-1 inhibitor -2.4, GPR7 antagonist -23, IDE act -3, p-CIP stab down -1, PHOSPHO1 block -8 and M18AAP inhibitor 17.
For OCc1cn(-c2ccccc2)nc1-c1ccc(-c2nn(-c3ccccc3)cc2CO)cc1 the results were IDE inh 6, VIM-2 inh -2.0, NALP1 yeast inh -23, IMP-1 inhibitor -3.0, GPR7 antagonist -8, IDE act 6, p-CIP stab down -18, PHOSPHO1 block 14 and M18AAP inhibitor -19.
O=C(c1[nH]ncc1-c1cccc(Br)c1)C1CO1 (stereo not drawn) was read as IDE inh 9, VIM-2 inh -3.5, NALP1 yeast inh 0, IMP-1 inhibitor -2.5, GPR7 antagonist 4, IDE act 5, p-CIP stab down -1, PHOSPHO1 block 24 and M18AAP inhibitor 25.
For COc1ccc(C2CC(c3c(-c4ccccc4)c4cc(Cl)ccc4[nH]c3=O)=NN2S(C)(=O)=O)cc1 (stereo not drawn) the results were IDE inh 3, VIM-2 inh -2.9, NALP1 yeast inh -4, IMP-1 inhibitor -3.5, GPR7 antagonist -2, IDE act 1, p-CIP stab down 2, PHOSPHO1 block -1 and M18AAP inhibitor -3.
For O=C(O)Cc1ccc(NC(=S)Nc2ccc(Br)cc2Cl)cc1 the results were IDE inh -11, VIM-2 inh -2.1, NALP1 yeast inh -4, IMP-1 inhibitor -3.4, GPR7 antagonist -3, IDE act 5, p-CIP stab down -82, PHOSPHO1 block 11 and M18AAP inhibitor -1.
For O=C1N/C(=N/O)S/C1=C/c1cccnc1 the results were IDE inh -4, VIM-2 inh -1.6, NALP1 yeast inh 16, IMP-1 inhibitor -4.5, GPR7 antagonist -14, IDE act 4, p-CIP stab down -7, PHOSPHO1 block 50 and M18AAP inhibitor -1.
For O=c1cc(N2CCOCC2)[nH]c(=O)n1C1CCCCC1 the results were IDE inh 5, VIM-2 inh 0.3, NALP1 yeast inh -37, IMP-1 inhibitor -1.9, GPR7 antagonist -8, IDE act 8, p-CIP stab down -8, PHOSPHO1 block 11 and M18AAP inhibitor 1.
CC1=NN(C(=O)c2cccc(Cn3nc(C)c([N+](=O)[O-])c3C)c2)C(O)(C(F)(F)F)C1 (stereo not drawn) was read as IDE inh 2, VIM-2 inh -3.0, NALP1 yeast inh -5, IMP-1 inhibitor -3.0, GPR7 antagonist -5, IDE act 5, p-CIP stab down -17, PHOSPHO1 block 14 and M18AAP inhibitor -3.
`Cc1oc(-c2cc(F)cc(F)c2)nc1CN1CCSCC1` gave IDE inh -3, VIM-2 inh -1.6, NALP1 yeast inh 23, IMP-1 inhibitor 0.3, GPR7 antagonist -10, IDE act 7, p-CIP stab down -16, PHOSPHO1 block 37 and M18AAP inhibitor -1.
`CC(C)(C)N(CC#CCC(O)(c1ccccc1)c1ccccc1)CCO` gave IDE inh -1, VIM-2 inh -2.7, NALP1 yeast inh 10, IMP-1 inhibitor -1.2, GPR7 antagonist -4, IDE act 7, p-CIP stab down -5, PHOSPHO1 block 41 and M18AAP inhibitor -1.
For O=C(CC1CCCC1)Nc1nc2ccccc2[nH]1 the results were IDE inh -6, VIM-2 inh -0.1, NALP1 yeast inh 6, IMP-1 inhibitor -2.8, GPR7 antagonist -14, IDE act 5, p-CIP stab down -8, PHOSPHO1 block -4 and M18AAP inhibitor -1.
CC(C)Cn1cnc2c(N)nc3ccccc3c21 was read as NALP1 yeast inh 12, IDE act 3, p-CIP stab down 1 and PHOSPHO1 block 11.
For CCOC(=O)c1c(C)sc2c1N(C(C)=O)c1cc(Cl)ccc1S2 the results were IDE inh 0, VIM-2 inh -2.2, NALP1 yeast inh -7, IMP-1 inhibitor -1.6, GPR7 antagonist -8, IDE act 1, p-CIP stab down -1, PHOSPHO1 block -5 and M18AAP inhibitor -16.
COC(=O)N/N=C/c1cn(Cc2ccccc2F)c2ccccc12 was read as IDE inh 2, VIM-2 inh -2.3, NALP1 yeast inh 11, IMP-1 inhibitor -3.2, GPR7 antagonist 1, IDE act 3, p-CIP stab down 3, PHOSPHO1 block 33 and M18AAP inhibitor 1.
For C=C(C)C(=O)NC1=NN(c2ccccc2)C(=O)C1 the results were IDE inh 2, VIM-2 inh -2.0, NALP1 yeast inh 18, IMP-1 inhibitor -4.8, GPR7 antagonist -3, IDE act 1, p-CIP stab down -9, PHOSPHO1 block 4 and M18AAP inhibitor 3.
COc1ccc(OCC(=O)NCCCN2CCOCC2)cc1 was read as IDE inh -1, VIM-2 inh -4.0, NALP1 yeast inh -78, IMP-1 inhibitor -7.0, GPR7 antagonist -12, IDE act 3, p-CIP stab down -20, PHOSPHO1 block 2 and M18AAP inhibitor -21.
`CCOC(=O)C1C(=O)NC(c2ccccc2)=NC1c1ccc(Br)cc1` (stereo not drawn) gave IDE inh -2, VIM-2 inh 2.3, NALP1 yeast inh 0, IMP-1 inhibitor -2.1, GPR7 antagonist 3, IDE act 3, p-CIP stab down 8, PHOSPHO1 block 44 and M18AAP inhibitor -19.
`Cc1ccc(CNC(=O)c2cc(-c3cc(C)cc(C)c3O)n[nH]2)cc1` gave IDE inh -2, VIM-2 inh -2.6, NALP1 yeast inh 0, IMP-1 inhibitor -2.5, GPR7 antagonist -16, IDE act 10, p-CIP stab down 3, PHOSPHO1 block 32 and M18AAP inhibitor 3.
For CC(C)(C)S(=O)(=O)c1ccsc1C(=O)O the results were IDE inh -3, VIM-2 inh 0.1, NALP1 yeast inh 0, IMP-1 inhibitor -1.3, GPR7 antagonist -8, IDE act 1, p-CIP stab down -2, PHOSPHO1 block -7 and M18AAP inhibitor -3.
Screening CCCN(CC(=O)Nc1cccc(Br)c1)CC(=O)Nc1ccc(F)c(F)c1F returned IDE inh 3, VIM-2 inh -1.9, NALP1 yeast inh 22, IMP-1 inhibitor -3.1, GPR7 antagonist 23*, IDE act 3, p-CIP stab down 12, PHOSPHO1 block -6 and M18AAP inhibitor -7.
`Cc1ccc(C(=O)CSc2nc3cccnc3n2C)cc1` gave IDE inh 5, VIM-2 inh 1.6, NALP1 yeast inh 11, IMP-1 inhibitor 0.2, GPR7 antagonist 3, IDE act -5, p-CIP stab down -2, PHOSPHO1 block 10 and M18AAP inhibitor 2.
CC(=O)N1c2ccc(S(=O)(=O)N3CCCC(C(=O)Nc4cccc(F)c4)C3)cc2CC1C (stereo not drawn) was read as IDE inh -4, VIM-2 inh -1.5, NALP1 yeast inh 16, IMP-1 inhibitor -1.4, GPR7 antagonist -9, IDE act 6, p-CIP stab down -11, PHOSPHO1 block -40 and M18AAP inhibitor 3.
Screening O=C(NCCc1c[nH]c2ccccc12)C(F)(F)C(F)F returned IDE inh 4, VIM-2 inh -1.0, NALP1 yeast inh 26, IMP-1 inhibitor -1.9, GPR7 antagonist -4, IDE act -2, p-CIP stab down 15, PHOSPHO1 block 19 and M18AAP inhibitor -4.

Hits appear at their usual frequency; 5.3% or so of the library scored in one or more.
